SW480 rereplic – induces DNA re-replication in SW480 colon adenocarcinoma cells; SW480 DNA re-replication, Hoechst DNA content imaging, 48 h; Potency, µM (series often up to 46.1 µM), without a hit: at the top dose re-replication activation, usual class: activators; 340,000 compounds, 1.8% hits; also: potency is read from the fitted curve at half-maximal effect; % of control where 0% means no effect; nearly all actives have a fitted effect of over 55% in size
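SW480 cells exposed to compounds for 48 hr at 37 C, 5% CO2, then Hoechst-stained 40 min. Nuclear DNA content imaged by fluorescence scanning (405 nm excitation, 500-530 nm emission); re-replication scored as increased high-intensity nuclei.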
HT1080NT lethal – kills 2HG-producing HT-1080-NT fibrosarcoma cells. HT-1080-NT fibrosarcoma viability, CellTiter-Glo ATP luminescence, 48 h. Potency, µM (series often up to 46.1 µM), for the others: at the top dose activity, negative = less viability, most hits filed as cytotoxic. 360,000 compounds, 1.6% hits;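 also: NT is the 2HG producing partner of a matched IDH1 knockdown line; potency is read from the fitted curve at half-maximal effect; 0% = DMSO-treated cells and -100% = media-only wells without cells; nearly all actives have a fitted effect of over 55% in size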
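Viability by CellTiter-Glo luminescence after 48 h compound exposure at 37C of HT-1080-NT cells (750/well, RPMI, 5% FBS). % activity scaled between DMSO wells and medium-only wells, then curve-fitted and categorized by curve class.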
HT1080 IDH1KD tx – kills HT-1080 cells with IDH1 knockdown; HT-1080 IDH1 knockdown viability, ATP luminescence, 48 h; Potency, µM (series often up to 46.1 µM), for inactives: at the top dose activity, negative = toxicity, most hits filed as cytotoxic; 360,000 compounds, 2% hits; AID 686971;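 also: potency is read from the fitted curve at half-maximal effect; 0% = DMSO wells and -100% = cell-free medium wells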
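Viability of IDH1-knockdown HT-1080 fibrosarcoma cells was assessed by CellTiter-Glo after 48 h at 37 °C with titrated compound; concentration-effect curves were classified by fit quality and response size.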
KB-3-1 cytotox – kills parental KB-3-1 adenocarcinoma cells | KB-3-1 viability, CellTiter-Glo ATP luminescence, 72 h | Potency, µM (doses to about 46.1 µM), inactives show at the top dose activity change, negative = cytotoxic, actives largely listed as cytotoxic | 400,000 compounds, 1.4% hits | AID 1347075; also: potency is read from the fitted curve at half-maximal effect; % is scaled to controls: 0 for no effect and ±100 for the full control effect; nearly all actives have a fitted effect of over 60% in size
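Here the drug-naive KB-3-1 line serves as comparator for MDR sub-line selectivity; cells received compound titrations, 72 h at 37 °C, then CellTiter-Glo readout.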
MCF10A rerep – DNA re-replication induction in MCF 10a cells | 350,000 compounds, 2.9% hits | Potency, µM (series often up to 46.1 µM), inactives show top-dose activity, positive = re-replication, actives largely listed as activators | MCF 10A DNA re-replication, Hoechst nuclear intensity, 48 h; also: potency is read from the fitted curve at half-maximal effect; % of control where 0% means no effect; nearly all actives have a fitted effect of over 50% in size
GLP1R cytotox – cytotoxicity counter-screen for GLP-1 receptor inverse agonists. 410,000 compounds, 0.13% hits. Potency, µM (doses to about 38.3 µM), inactives show top-dose activity change, negative = inhibition, hits mostly inhibitors. HEK293 cAMP-luciferase reporter cells, luminescence, 24 h. AID 624418;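 also: loss of luciferase light is scored as toxicity; potency is read from the fitted curve at half-maximal effect; % is scaled to controls: 0 for no effect and ±100 for the full control effect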
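Quantitative HTS format, 1536 wells, 200 cells/uL seeded. Compounds: 23 nL, 24 h, 37 °C. Detection: luciferase reagent, luminescence at 12 min RT; decreased signal taken as cytotoxic.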
KB-V1 MDR tox – KB-V1 MDR subline cytotoxicity. KB-V1 MDR cells viability, CellTiter-Glo, 72 h. Potency, µM (titrated, usually from 46.1 µM), for the others: at the top dose activity change, negative = cytotoxicity, actives largely listed as cytotoxic. 400,000 compounds, 3.4% hits. AID 1347076; also: potency is read from the fitted curve at half-maximal effect; % is scaled to controls: 0 for no effect and ±100 for the full control effect; nearly all actives have a fitted effect of over 60% in size
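In this primary screen, KB-V1 cells overexpressing P-gp are incubated with library compounds (lowest to highest concentration) for 72 h at 37 degrees C before a luminescent ATP viability read.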
DRD3 agonist – D3 dopamine receptor (human) agonism; P35462; D3R DiscoveRx beta-arrestin cells, luminescence, 90 min; max activation, %; 410,000 compounds, 0.58% hits; AID 652048; in the data active = max activation above about 30%; also: 0% is about no effect; mostly tested at two doses, the higher about 12 µM
Target sequence (P35462 whole entry, looked up): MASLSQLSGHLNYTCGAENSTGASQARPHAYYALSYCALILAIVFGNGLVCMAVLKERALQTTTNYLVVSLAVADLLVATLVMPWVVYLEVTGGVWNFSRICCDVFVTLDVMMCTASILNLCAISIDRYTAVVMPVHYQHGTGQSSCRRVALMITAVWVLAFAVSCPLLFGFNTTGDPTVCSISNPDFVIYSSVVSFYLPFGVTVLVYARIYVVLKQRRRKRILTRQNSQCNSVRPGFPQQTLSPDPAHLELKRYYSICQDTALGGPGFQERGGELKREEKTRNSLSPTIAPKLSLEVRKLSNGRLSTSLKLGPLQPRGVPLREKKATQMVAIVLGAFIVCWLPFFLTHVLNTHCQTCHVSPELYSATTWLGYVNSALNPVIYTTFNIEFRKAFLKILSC
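Agonist mode: compounds and dopamine controls were applied to plated cells for 90 min at 37 degrees C after an overnight attachment at 1500 cells/well. Luminescent read-out followed 30 - 60 minutes at room temperature with DiscoveRx detection reagent.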
IL-1B inflam inh – blocks inflammasome-driven IL-1 beta release. THP-1 LPS/ATP IL-1B secretion, AlphaLISA, 16 h; hits give low values. activity change, % at 57.5 µM. 360,000 compounds, 4.7% hits. AID 743279; in the data active = activity change below about -50%; inconclusive = mostly about -30% to -49%; also: % is scaled to controls: 0 for no effect and ±100 for the full control effect
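THP-1 cells pretreated 1 hr with compounds (up to 57.5 uM final), then stimulated with LPS (250 ng/mL final) plus ATP (1.25 mM final); secreted IL-1B measured by AlphaLISA after 16 hr, decreased signal indicating inhibition.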
Starred values were filed as active, the others as inactive; ? = inconclusive; . = no result given; & = joins results of further samples; [ ] = dose if it differs, or a comment. Unless noted, calls follow the shape of the dose curve; as a rule, active = well fitted curve in the direction sought with a large enough effect; inconclusive = small, poorly fitted or top-dose-only effect, or another doubt; inactive = no such curve, though single readings can be large; an effect the other way counts as inactive or inconclusive.

SMILES | SW480 rereplic | HT1080NT lethal | HT1080 IDH1KD tx | KB-3-1 cytotox | MCF10A rerep | GLP1R cytotox | KB-V1 MDR tox | DRD3 agonist | IL-1B inflam inh
COc1cc(C(O)P(=O)(OCC(C)C)OCC(C)C)cc(OC)c1OC (stereo not drawn) | 2% | -1% | 3% | -2% | 13% | 4% | 5% | 1 | 8
CCOC(=O)c1c(-c2ccccc2)oc2ccc(OCC(=O)NNC(=O)CCC(=O)O)cc12 | -23% | -13% | 1% | 2% | 3% | -35% | 0% | 4 | 4
COc1cc(Cl)c(C)cc1NC(=O)CSc1cc(Cl)ccc1Cl | 8% | -6% | -7% | 6% | ? | -1%[1.53 µM] | ? | -8 | 24
COc1ccccc1N=Nc1nc(-c2ccccc2)c(-c2ccccc2)[nH]1 | 1% | -17% | ? | ? | 13% | ? | 0% | -30 | -14
Cc1oc(-c2ccccc2F)nc1CN1CCC(C(=O)NC2CCCCCCC2)CC1 | 2% | 7% | 10% | 13% | 8% | -13% | 12µM* | -6 | -16
Cc1nnc(C)n1/N=C/c1ccc(C(=O)O)cc1 | 2% | 4% | 5% | 0% | 2% | 5% | 3% | 2 | 0
Cc1ccc2c(CN(C)Cc3ccccc3)cc(=O)oc2c1C | 3% | ? | ? | ? | 0% | 0% | ? | -12 | 2
O=C(COC(=O)c1cc(Br)ccc1O)NNC(=O)c1ccc([N+](=O)[O-])cc1 | ? | 6% | 2% | 7% | 1% | -1% | 23% | -16 | 30
CCOC(=O)c1ccc(NC(=O)CC2NCCNC2=O)cc1 (stereo not drawn) | -4% | 2% | -2% | 15% | 4% | 2%&19% | 15% | 4&-10 | 2
CCOC(=O)c1nnsc1NC(C)=O | -1% | -3% | 0% | 0% | -2% | 2% | 1% | 4 | 7
O=C(c1ccccc1)N1CCc2[nH]nc(-c3ccccc3)c2C1 | ? | 2% | 13% | 0% | 4% | 2% | -12% | 3 | -1
O=C(Nc1ccccc1)c1ccc(-c2ccccc2C(F)(F)F)o1 | -2% | -3% | 0% | 9% | ? | 6% | 26% | -22 | -1
Cc1ccn(S(=O)(=O)c2ccc(C(C)(C)C)cc2)n1 | -4% | -2% | -3% | 0% | 0% | 5% | 0% | -2 | -9
COc1ccc(CC(=O)Nc2ccc(S(=O)(=O)N(C)C)cc2)cc1OC | 2% | 0% | -1% | 5% | 6% | -4% | 2% | -1 | 18
COCCCNC(=O)c1cc2c(=O)n(C)c3ccccc3c2n1C | ? | -17% | -27% | 10µM* | 27% | -3% | 16µM* | -1 | -4
CCOCCCNC(=O)C1c2ccccc2C(=O)N2CCc3ccccc3C12 (stereo not drawn) | 0% | 5% | -1% | -3% | 0% | 14% | -9% | -2 | 25
COc1ccccc1CCC(=O)OCC(=O)Nc1ccc2[nH]c(=O)[nH]c2c1 | -1% | 0% | -1% | 21% | 0% | 0% | 0% | -1 | 0
O=C(CSc1nnc2c3c4c(sc3ncn12)CCCC4)NCc1ccco1 | -8% | -3% | -2% | 4% | 1% | -1% | -24% | 0 | 22
COc1ccc(N2CCN(Cc3nc4c(c(=O)n(C)c(=O)n4C)n3Cc3cccc(C)c3)CC2)cc1 | 4% | 13% | 5% | -4% | 4% | 5% | ? | 1 | 4
CCC(=O)Nc1ccc(NC(=O)Cc2ccccc2)cn1 | -1% | -2% | 0% | -5% | 3% | 1% | -5% | -1 | -2

Part of the list above in order of SMILES length, smallest number first.
SMILES | SW480 rereplic | HT1080NT lethal | HT1080 IDH1KD tx | KB-3-1 cytotox | MCF10A rerep | GLP1R cytotox | KB-V1 MDR tox | DRD3 agonist | IL-1B inflam inh
O=C(Nc1ccccc1)c1ccc(-c2ccccc2C(F)(F)F)o1 | -2% | -3% | 0% | 9% | ? | 6% | 26% | -22 | -1
COc1ccc(CC(=O)Nc2ccc(S(=O)(=O)N(C)C)cc2)cc1OC | 2% | 0% | -1% | 5% | 6% | -4% | 2% | -1 | 18
COc1ccc(N2CCN(Cc3nc4c(c(=O)n(C)c(=O)n4C)n3Cc3cccc(C)c3)CC2)cc1 | 4% | 13% | 5% | -4% | 4% | 5% | ? | 1 | 4

Next part:
SMILES | SW480 rereplic | HT1080NT lethal | HT1080 IDH1KD tx | KB-3-1 cytotox | MCF10A rerep | GLP1R cytotox | KB-V1 MDR tox | DRD3 agonist | IL-1B inflam inh
COc1cc2c(C(=O)N3CCOCC3)c(CSc3ccccc3)n(C)c2cc1Br | 12% | ? | ? | ? | ? | -26% | 2% | 0 | 38
COc1ccc(O)c(CN2CCN(CCc3ccccc3)C(CCO)C2)c1 (stereo not drawn) | 1% | 3% | 0% | -2% | 3% | 9% | -22% | -4 | 1
Cc1ccc(C)c(C(=O)OCC(=O)NC(=O)NCc2ccccc2)c1 | . | -8% | 2% | 12% | . | -14% | 2% | -7 | -14
Cc1cccc2[nH]c(CCNC(=O)C3CCC(=O)N(CCc4cccc(F)c4)C3)nc12 (stereo not drawn) | -17% | 19% | 0% | 21% | -2% | -6% | ? | -1 | 8
Cc1ccc2c(c1)N(CC(=O)NCCCN1CCCCC1)C(=O)c1cccnc1O2 | -6% | 14% | 0% | -2%&8% | -2% | 1%&-16% | 9%&2% | -4&-15 | 1
Cc1ccc(S(=O)(=O)N2CCN(c3ccnc4cc(Cl)ccc34)CC2)cc1 | -19% | ? | -29% | ? | 13% | -7% | 0% | 4 | -81*
CCc1ccc(N2CC(c3nnc(NC(=O)c4ccco4)s3)CC2=O)cc1 (stereo not drawn) | . | . | . | 10% | . | 4% | 0% | 3 | .
Cc1cc(OCCOCCN(C)C)ccc1Cl | 0% | 0% | 8% | -2% | -4% | -3% | -8% | -7 | 12
CCc1ccccc1N1C(=O)N(Cc2ccc(C#N)cc2)c2ccccc2S1(=O)=O | . | . | . | -1% | . | -18% | -18% | -4 | .
COc1ccc(C(=O)CN2CCN(c3ccc(Cl)cc3)CC2)cc1OC | 19% | -1% | -3% | 9% | 13% | -1% | 17% | -2 | -1
CC(=O)Nc1ccc(S(=O)(=O)N2CCN(C(=O)c3ccco3)CC2)cc1 | -31%[inhibitor] | 12% | 7% | -6% | -2% | -4% | -22% | 12 | -9
Cc1ccc(N2CCN(Cc3nnc(-c4ccccc4F)o3)CC2)c(C)c1 | . | . | . | -7% | . | 3% | -2% | -15 | .
C#CCOCCOCCOCCNc1nc(N2CCN(C(=O)Cn3cc(CCCCN)nn3)CC2)nc(N2CCN(C(=O)[C@H](C(C)C)n3cc(CCO)nn3)CC2)n1 | -1% | 7% | ? | 24% | 15% | 0% | 8% | 6 | 13
Cc1ccc(NC(=O)COc2ccc(Br)cc2C)cc1 | 1% | 18% | 0% | 1% | 1% | 3% | -24% | 5 | ?
C=CCn1c(SCc2ccc(C(=O)NCCO)cc2)nc2ccccc2c1=O | 12% | -25% | ? | -16% | ? | -15% | ? | 4 | 0
CCOC(=O)c1sc(N2N=C(C)/C(=C\c3ccc(OCC(=O)OC)cc3)C2=O)nc1C | -6% | 1% | 15% | 2% | ? | -4% | -27% | 3 | -16
N/C(=N\O)c1ccc(Cl)cc1Cl | -13% | 1% | -1% | -7% | 10% | 9% | 0% | 5 | -3
COc1ccc(NC(=O)c2cc3c(=O)n(Cc4cccnc4)ccc3nc2C)cc1OC | . | . | . | 15% | . | -6% | ? | 1 | .
CN(C)S(=O)(=O)N1CCN(C(=O)c2ccc3c(c2)OCO3)CC1 | -1% | 5% | 24% | 6% | -45%[inhibitor] | 4% | 20% | 14 | 8
Cc1ccc(Oc2ncccc2/C=N/O)cc1 | 1% | 7% | 8% | 2% | -4% | -5% | -5% | 2 | -15
Cc1ccccc1C1CC(c2ccc(Br)cc2)Nc2nc(N)nn21 (stereo not drawn) | -3% | -8% | -24% | -8% | 13% | 0% | 28% | -14 | ?
O=C(Nc1cnc2ccccc2c1)c1ccco1 | -3% | -1% | -8% | -2% | -4% | 4% | 0% | -10 | -4
CCN(CC)c1ccc(/C=N/NC(=O)C(O)c2ccccc2)cc1 (stereo not drawn) | 0% | -28% | -13% | 11% | 1% | -6% | 7% | 0 | -16
COc1ccc(N2CC(C(=O)N[C@H](C(=O)NC(C)c3ccccc3)C(C)C)CC2=O)cc1 (stereo partly drawn) | 8% | 0% | 15% | -2% | 11% | -14% | 16% | 2 | -11
CCOC(=O)C1CCCN(c2cc(=O)n(-c3ccccc3Cl)c(=O)[nH]2)C1 (stereo not drawn) | -18% | 9% | 1% | 4% | -6% | 6% | -3% | 1 | 4
CC1CC(C)(C)NC(=S)N1CCC(=O)Nc1ccc2c(c1)OCCO2 (stereo not drawn) | ? | ? | ? | 23µM* | ? | -6%[7.66 µM] | ? | 0 | 61
CC(C)CN(C(=O)COC(=O)c1cncc(Br)c1)c1c(N)n(Cc2ccccc2)c(=O)[nH]c1=O | ? | -20% | -9% | . | ? | 4% | . | -7 | -21
COc1cc(/C=N/O)cc(Br)c1OS(=O)(=O)c1ccc(C)cc1 | -6% | ? | ? | ? | ? | ? | ? | 0 | -4
COC(=O)c1[nH]c2ccccc2c1NC(=O)CCN1CCSCC1 | -6% | -12% | -2% | 12% | 4% | 2% | -5% | 1 | 20
C=C(C)Cn1c(=S)[nH]c2ccccc2c1=O | -10% | 11% | -1% | 14% | -1% | ? | 3% | 10 | 26
COc1ccc(C(=O)NCC(c2ccc3c(c2)OCO3)N2CCN(c3ccccc3F)CC2)cc1 (stereo not drawn) | . | . | . | -23% | . | 0% | -9% | -22 | .
CCc1ccc(NC(=O)NNC(=O)c2cc3ccccc3cc2O)cc1 | 5% | -2% | 0% | -1% | 1% | -13% | 9% | 16 | 10
O=C(NNC(=O)C12CC3CC(CC(C3)C1)C2)c1ccccn1 | ? | -21% | ? | ? | ? | -109% | -20% | -8 | -97*

Compound activity (PubChem BioAssay)
